Bioassay records: PubChem, PCMD
Yeast growth tox – yeast growth toxicity, wild-type and mutant, primary screen, cytotoxicity control for eIF2B function restoration project, wild-type and eIF2Bepsilon R284H mutant, A595; S. cerevisiae wild-type growth, A595 turbidity, 16 h; growth inhibition, % at 25 µM (by protocol); 0.3% of 30,000 active;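 active means mutant and wild-type yeast strains alike exhibit over 30% growth inhibition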;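 further: 0% = untreated cell controls and 100% = YPD media blanks without cells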
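Incubation: 16 h growth with compound, 30 °C; Material: S. cerevisiae wild-type or eIF2Bepsilon-R284H mutant strain; Signal: turbidity measured as absorbance at 595 nm; Medium: YPD yeast growth medium; Measure: growth inhibition (%) versus cell controls and blanks; Doses: 25 µM single dose.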
Yeast eIF2B – GCN4-lacZ reporter reduction in eIF2B-epsilon mutant yeast, primary screen, S. cerevisiae, eIF2B-epsilon R284H, Beta-Glo luminescence | inhibition, % at 25 µM (by protocol) | 0.91% of 27,000 active | AID 688, 2007;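 active means mutant luminescence inhibited past about 50% while wild type luminescence and mutant growth stay under set limits, limit read from the data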; further: some compounds called inactive have numbers as strong as hits
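Material – yeast eIF2B-epsilon R284H mutant carrying GCN4–beta-galactosidase fusion · Medium – YPD yeast growth medium · Compound – one concentration, 25 µM, 0.25% DMSO · Times – 16 h at 30 °C exposure · Signal – Beta-Glo luminescence plus absorbance at 595 nm · Read-out – % inhibition of reporter signal and growth versus controls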
Yeast growth tox inhibition % – further read-out of Yeast growth tox, marked with its call; growth inhibition, %; S. cerevisiae eIF2Bepsilon-R284H mutant growth, A595 turbidity, 16 h;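 each compound tested once at 25 µM; 0% equals untreated cells and 100% equals cell-free medium blanks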
Yeast eIF2B mutant toxicity – also measured in Yeast eIF2B; calls as there; growth inhibition, %; measured here: mutant yeast growth, toxicity;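 each compound tested once at 25 µM; zero equals untreated control growth and 100 equals blank medium absorbance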
An asterisk follows results filed as active; . = not tested or not shown. Not all compounds are listed, so the mix of outcomes need not match the whole.

SMILES	Yeast growth tox	Yeast growth tox inhibition %	Yeast eIF2B	Yeast eIF2B mutant toxicity
CCN(C(=O)Cn1c(=O)oc2ccccc21)C1CCS(=O)(=O)C1 (stereo not drawn)	12.6	23.9	.	.
O=C(CSc1nc(-c2ccco2)cc(C(F)(F)F)n1)N1CCN(c2ccc(Cl)cc2)CC1	.	.	-0.2	.
COc1ccc(S(=O)(=O)Nc2ccc(NC(C)=O)cc2)cc1	25.2	18.9	18.6	18.9
Brc1ccc2[nH]c3c(N4CCc5ccccc5C4)ncnc3c2c1	21.9	7.7	.	.
COCCNC(=O)c1ccc(NS(C)(=O)=O)cc1	-1.1	-13.3	-18.4	-13.3
Cc1ccc[n+](/C(C(=S)NCc2ccco2)=C(/[O-])c2ccccc2Cl)c1	-0.3	8.5	.	.
Cc1cnc(NC(=O)CSc2nnc(Cc3ccccc3)o2)s1	1.6	-9.5	31.6	-9.5
COC(=O)CSc1nnc2c(C)cc3cc4c(cc3n12)OCCO4	1.1	4.3	20.8	4.3
Cc1cc(/C=N/n2cnnc2)c(C)n1-c1ccc(OCc2ccc(Cl)cc2)cc1	11.9	29.7	4.3	29.7
CCn1c(=O)cc(SCC(=O)NCc2ccc3c(c2)OCO3)c2ccccc21	-1.4	0.0	13.1	.
O=C(c1ccccc1)n1c(=S)nc2ccccn21	26.2	13.3	18.6	13.3
CCOC(=O)CCC(=O)N1CCOCCOCCOCC1	4.7	12.5	-1.0	12.5
Cc1ccc(NC2=Nc3ccccc3N3C2=Nc2c(c(C)nn2-c2ccccc2)C3c2ccc(O)c(O)c2)cc1 (stereo not drawn)	10.8	-14.3	8.6	-14.3
CCOC(=O)C1C(=O)OC(C)(C)C1C(C)C(=O)c1ccc(C)cc1 (stereo not drawn)	15.4	9.8	.	.
Cc1ccc(C)c(Cc2c(C)nc3c(C(=O)N4CCOCC4)cnn3c2C)c1	-11.7	17.3	-6.0	17.3
Clc1ccc2c(c1)C(N1CCNCC1)Cc1ccccc1S2 (stereo not drawn)	86.0*	75.0*	41.0	75.0
COc1ccc(OC)c(C(=O)N2CCC(C(=O)c3ccc(F)cc3)CC2)c1	5.2	-26.3	-54.1	-26.3
O=C(c1sc2ccccc2c1Cl)N(Cc1ccco1)C1CCS(=O)(=O)C1 (stereo not drawn)	-14.7	-13.8	20.6	-13.8
CCOc1ccc(-n2cc(C(=O)Nc3ccc(Cl)cn3)c3cc(OC)c(OC)cc3c2=O)cc1	-26.5	-15.0	.	.
CCOc1ccc2c(c1)C(C)=CC(C)(C)N2C(=O)Nc1ccccc1	-9.3	5.4	16.0	5.4
CCCCN(CC)CCNC(=O)c1[nH]c(C)c(C(C)=O)c1C	11.2	17.6	-7.2	17.6
CCCCOC(=O)Nc1ccccc1C(N)=O	10.0	9.5	-4.3	9.5
O=C(O)C1(P(=O)(c2ccccc2)c2ccccc2)CCC1	0.3	-26.3	11.2	-26.3
Cc1cc(Nc2ccccc2)nn1C(=O)c1ccc(Cl)cc1	13.0	25.8	11.8	25.8
Cc1nc2cc(C(=O)O)ccc2s1	-6.5	5.4	15.7	5.4
C(=N\n1cnnc1)/c1ccc(-c2ccccc2)cc1	-29.3	10.8	41.8	10.8
CCC(CC)NC(=O)Cc1ccccc1OC	11.1	10.5	.	.
Cc1nn(-c2ccccc2)c(Cl)c1C(=O)NCC(C)C	13.3	15.6	9.3	15.6
Cc1nc2sc(C(c3ccccc3)N3CCN(c4ccccc4F)CC3)c(O)n2n1 (stereo not drawn)	14.0	-12.5	32.5	-12.5
O=C(Nc1ccccc1F)c1cc2nc(C(F)F)cc(C(F)F)n2n1	-3.0	-13.8	21.7	-13.8
Cc1nn2c(NCCOCCO)c3c(nc2c1-c1ccccc1)CCCC3	7.9	-22.2	24.0	-22.2
Cc1nnc(SCC(=O)Nc2ccc(N3CCOCC3)cc2)n1-c1ccccc1	-13.0	-4.8	10.6	-4.8
CCC(C)NC(=O)C1CCN(c2nc(OC)nc(OC)n2)CC1 (stereo not drawn)	23.4	6.7	.	.
Cc1[nH]c2ccc(OC(=O)N3CCOCC3)cc2c1C(=O)OC(C)C	5.3	0.0	14.9	.
O=S1(=O)N=C(Nc2nncs2)c2ccccc21	17.4	13.5	19.6	13.5
COc1ccc(OC)c(N/C(C)=C/C(=O)c2ccc(C)o2)c1	-2.2	3.2	56.5*	.

20 entries from above in another layout:
Values run as follows: Yeast growth tox	Yeast growth tox inhibition %	Yeast eIF2B	Yeast eIF2B mutant toxicity
> COc1ccc(OC)c(C(=O)N2CCC(C(=O)c3ccc(F)cc3)CC2)c1
 : 5.2	-26.3	-54.1	-26.3
> O=C(c1sc2ccccc2c1Cl)N(Cc1ccco1)C1CCS(=O)(=O)C1 (stereo not drawn)
 : -14.7	-13.8	20.6	-13.8
> CCOc1ccc(-n2cc(C(=O)Nc3ccc(Cl)cn3)c3cc(OC)c(OC)cc3c2=O)cc1
 : -26.5	-15.0	.	.
> CCOc1ccc2c(c1)C(C)=CC(C)(C)N2C(=O)Nc1ccccc1
 : -9.3	5.4	16.0	5.4
> CCCCN(CC)CCNC(=O)c1[nH]c(C)c(C(C)=O)c1C
 : 11.2	17.6	-7.2	17.6
> CCCCOC(=O)Nc1ccccc1C(N)=O
 : 10.0	9.5	-4.3	9.5
> O=C(O)C1(P(=O)(c2ccccc2)c2ccccc2)CCC1
 : 0.3	-26.3	11.2	-26.3
> Cc1cc(Nc2ccccc2)nn1C(=O)c1ccc(Cl)cc1
 : 13.0	25.8	11.8	25.8
> Cc1nc2cc(C(=O)O)ccc2s1
 : -6.5	5.4	15.7	5.4
> C(=N\n1cnnc1)/c1ccc(-c2ccccc2)cc1
 : -29.3	10.8	41.8	10.8
> CCC(CC)NC(=O)Cc1ccccc1OC
 : 11.1	10.5	.	.
> Cc1nn(-c2ccccc2)c(Cl)c1C(=O)NCC(C)C
 : 13.3	15.6	9.3	15.6
> Cc1nc2sc(C(c3ccccc3)N3CCN(c4ccccc4F)CC3)c(O)n2n1 (stereo not drawn)
 : 14.0	-12.5	32.5	-12.5
> O=C(Nc1ccccc1F)c1cc2nc(C(F)F)cc(C(F)F)n2n1
 : -3.0	-13.8	21.7	-13.8
> Cc1nn2c(NCCOCCO)c3c(nc2c1-c1ccccc1)CCCC3
 : 7.9	-22.2	24.0	-22.2
> Cc1nnc(SCC(=O)Nc2ccc(N3CCOCC3)cc2)n1-c1ccccc1
 : -13.0	-4.8	10.6	-4.8
> CCC(C)NC(=O)C1CCN(c2nc(OC)nc(OC)n2)CC1 (stereo not drawn)
 : 23.4	6.7	.	.
> Cc1[nH]c2ccc(OC(=O)N3CCOCC3)cc2c1C(=O)OC(C)C
 : 5.3	0.0	14.9	.
> O=S1(=O)N=C(Nc2nncs2)c2ccccc21
 : 17.4	13.5	19.6	13.5
> COc1ccc(OC)c(N/C(C)=C/C(=O)c2ccc(C)o2)c1
 : -2.2	3.2	56.5*	.

Additional results follow.
SMILES	Yeast growth tox	Yeast growth tox inhibition %	Yeast eIF2B	Yeast eIF2B mutant toxicity
C=CCn1c(COc2ccccc2-c2ccccc2)nnc1SCC(=O)NC(=O)NCc1ccco1	-4.8	-2.6	13.9	-2.6
N#Cc1nc(-c2ccc(OCc3ccccc3)cc2)oc1NCc1cccnc1	-43.4	-35.4	56.9	-35.4
c1ccc2nc3c(nc2c1)c1ccccc1n3CCN1CCOCC1	11.7	9.4	1.5	9.4
CCn1c(SCC(=O)NC2CCCCC2)nnc1-c1cc2cccc(OC)c2o1	2.1	4.5	-1.3	4.5
O=C(Nc1nc2ccc(F)cc2s1)C1CCCO1 (stereo not drawn)	-13.6	5.0	-1.9	5.0
Cc1cccn2c(=O)c(C=O)c(N3CCCCCC3)nc12	-3.5	5.1	.	.
COc1ccc(C(=O)N2CC=C(c3ccccc3)CC2)cc1S(=O)(=O)N1CCOCC1	18.0	16.1	25.8	16.1
O=C(CNC1C(=O)Nc2ccccc21)Sc1ccccc1 (stereo not drawn)	13.0	8.6	12.9	8.6
CSCC[C@H](NC(=O)OC(C)(C)C)c1nnc(SCC(=O)Nc2ccc(C)cc2C)o1	-8.2	11.1	.	.
NC(=O)C[C@@H]1N[C@]2(C(=O)Nc3ccccc32)[C@@H]2C(=O)N(c3cc(C(F)(F)F)ccc3Cl)C(=O)[C@H]12	7.0	3.7	-5.6	3.7
Cn1c(CCc2ccccc2)nnc1SCC(=O)N1CCOCC1	.	.	36.2	.
COn1c(-c2ccccc2)nc2c1CCc1nonc1-2	7.2	5.0	20.3	5.0
Cc1ccc(-n2c(SCC(=O)Nc3ccc4c(c3)OCO4)nnc2-c2cccs2)cc1	-4.4	-13.3	-10.1	-13.3
COc1cccc(-c2nc(CSCC(=O)NCC3CCCO3)c(C)o2)c1 (stereo not drawn)	-7.4	0.0	-35.7	.
O=C(Cc1ccccc1)Nc1ccccc1C(=O)O	-3.9	8.3	21.9	8.3
Clc1ccc(Cl)c(Oc2ccc(Oc3nc(Cl)ccc3Cl)cc2)n1	1.7	20.0	.	.
CCN(CC)CCCn1c(C)cc2c(c1=O)C(c1cccc(Cl)c1)C(C#N)=C(N)O2 (stereo not drawn)	42.2	-31.8	20.0	-31.8
COc1ccc(N(C(=O)c2cccnc2)S(=O)(=O)c2ccc3c(c2)n(C)c(=O)n3C)cc1	10.3	-20.0	18.0	-20.0
c1ccc(-c2csc(N3CCOCC3)n2)cc1	24.1	10.8	26.8	10.8
O=C(Nc1ccc(F)c(F)c1)c1ccc(F)c(S(=O)(=O)N2CCOCC2)c1	31.5	0.0	17.6	.
O=C1C(NS(=O)(=O)c2cccs2)=C(N2CCN(c3ccccc3)CC2)C(=O)c2ccccc21	-4.3	4.3	.	.
CCOC(=O)c1nn(-c2cccc(Cl)c2)c2nc(CC(C)C)c(C#N)c(=O)n12	0.9	-10.7	50.2*	.
COc1cccc(-c2csc(N3CCN(S(=O)(=O)c4ccc(F)cc4)CC3)n2)c1	-3.7	-10.3	38.4	-10.3
CCOc1cc(/C=N\O)cc(Cl)c1OCC	-2.0	-18.5	-39.7	-18.5
CCOC(=O)C1=C(c2ccccc2)Nc2ncnn2C1c1ccccn1 (stereo not drawn)	9.8	20.4	21.7	20.4
Cc1cc(Cl)ccc1OCC(=O)NC1CCCC1	13.1	27.9	.	.
O=C(CSCc1ccc(Cl)cc1)Nc1nccs1	4.8	20.0	-32.9	20.0
O=C(c1ccc(C#CC2(O)CCCCC2)cc1)N1CCOCC1	7.4	-14.8	3.1	-14.8
Cc1cnn(C(=O)c2oc3ccccc3c2C)c1	11.4	8.7	6.0	8.7
COc1ccc(C(=O)Cn2c(N3CCOCC3)nc3c2c(=O)n(C)c(=O)n3C)cc1	-7.0	-47.6	21.3	-47.6
CC(C)n1cc(NC(=O)C2CC(c3cccc(Br)c3)=NO2)cn1 (stereo not drawn)	20.7	6.7	.	.
Cc1nc2ccc(-n3ccc(=O)cc3)cc2s1	9.4	6.9	-11.2	6.9
COc1ccccc1CNC(=O)CCS(=O)(=O)c1cccc2nonc12	8.6	10.9	21.5	10.9
CN(C(=O)COC(=O)c1nc(-c2ccccc2)n(-c2ccccc2)n1)C1CCS(=O)(=O)C1 (stereo not drawn)	10.0	40.3	-9.7	40.3
COc1ccc(NC(=O)CC2COc3ccccc3O2)c(OC)c1 (stereo not drawn)	20.0	19.1	.	.
CCN(CC(=O)NCc1ccc(F)cc1)Cc1nc2cc(Cl)ccc2c(=O)[nH]1	22.1	21.7	.	.
COc1ccc(Cn2nnnc2C(c2cccs2)N2CCCCCC2)cc1 (stereo not drawn)	-9.4	-45.5	22.0	-45.5
COc1ccc(NC(=O)C2CSC3c4ccccc4C(=O)N23)cc1 (stereo not drawn)	1.2	6.9	10.6	6.9
C=CCn1c(=O)c2ccccc2n2c(SCC(=O)c3ccccc3)nnc12	-10.6	-27.3	16.9	-27.3
CCCC(c1nnnn1Cc1ccc(OC)cc1)N1CCN(c2ccccc2)CC1 (stereo not drawn)	0.2	-6.9	25.4	-6.9
Cc1ccc(C(=O)NC(C)(COc2nonc2C)COc2nonc2C)cc1	.	.	24.8	.
COc1ccc(NC(=O)c2oc3ccccc3c2C)c(OC)c1	-45.9	-43.3	.	.
CCOC(=O)C1(CC)NC(c2ccco2)C2C(=O)N(CC)C(=O)C21 (stereo not drawn)	1.1	-22.7	23.7	-22.7
O=C(CNS(=O)(=O)c1cccc2nsnc12)NC1CCCCC1	.	.	13.7	.
O=C(Nc1ccc2c(c1)Cc1ccccc1-2)c1ccc(Br)o1	13.1	0.0	15.8	.
